AMA1 RON2 block = AMA1-RON2 (P. falciparum) interaction inhibition. AID 720542. AlphaScreen AMA1-biotinylated RON2 peptide binding. Potency, µM (titrated, usually from 58.2 µM), without a hit: at the top dose activity change, negative = inhibition, hits mostly inhibitors. actives 0.2% (n = 360,000);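 note: potency is the fitted concentration of half-maximal effect; 0% = vehicle wells and -100% = peptide control; nearly all actives have a fitted effect of over 45% in size; some results filed as inactive show a strong effect at the top dose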
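AMA1 (3D7) with his tag at 25 nM final met compounds first, then biotinylated RON2 peptide at 25 nM; detection used donor plus acceptor beads, 10 µg/mL apiece, read by AlphaScreen after 30 min at room temperature.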
HCV inh = HCV inhibition; AID 651820; Huh7.5.1 HCVcc-Cre infection, luciferase reporter, 44 h; actives 3.4% (n = 340,000); Potency, µM (titrated, usually from 41.8 µM), inactives show top-dose activity change, negative = inhibition, most hits filed as inhibitors; note: potency is the fitted concentration of half-maximal effect
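A cell-based infection assay in which seeded cells (1,000 per well) receive test compound after 4 h, are inoculated with HCVcc-Cre at approximately 0.5 moi, and are incubated 44 h before luminescence detection.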
Sm TGR inh = S. mansoni TGR enzyme inhibition | Potency, µM (highest dose often 114 µM), for the others: at the highest dose activity change, negative = inhibition, actives largely listed as inhibitors | actives 3% (n = 360,000) | purified TGR, DTNB reduction, TNB absorbance 405 nm | Q962Y6; note: potency is the fitted concentration of half-maximal effect; nearly all actives have a fitted effect of over 60% in size
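Kinetic colorimetric format: TGR-catalysed, NADPH-driven DTNB reduction monitored via TNB absorbance. Enzyme dispensed at 20 nM; compound exposure 15 min at room temperature before reaction start.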
AmpC inh detg = AmpC beta-lactamase inhibition with detergent present. AmpC hydrolysis of nitrocefin, absorbance 480 nm, 0.01% Triton. Potency, µM (highest dose often 114 µM), without a hit: top-dose activity change, negative = inhibition, hits mostly inhibitors. actives 0.041% (n = 370,000). AID 485294;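 note: potency is the fitted concentration of half-maximal effect; 0% = no-compound wells and -100% = no-enzyme wells; nearly all actives have a fitted effect of over 25% in size; some results filed as inactive show a strong effect at the top dose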
Target sequence (P00811 whole entry, looked up): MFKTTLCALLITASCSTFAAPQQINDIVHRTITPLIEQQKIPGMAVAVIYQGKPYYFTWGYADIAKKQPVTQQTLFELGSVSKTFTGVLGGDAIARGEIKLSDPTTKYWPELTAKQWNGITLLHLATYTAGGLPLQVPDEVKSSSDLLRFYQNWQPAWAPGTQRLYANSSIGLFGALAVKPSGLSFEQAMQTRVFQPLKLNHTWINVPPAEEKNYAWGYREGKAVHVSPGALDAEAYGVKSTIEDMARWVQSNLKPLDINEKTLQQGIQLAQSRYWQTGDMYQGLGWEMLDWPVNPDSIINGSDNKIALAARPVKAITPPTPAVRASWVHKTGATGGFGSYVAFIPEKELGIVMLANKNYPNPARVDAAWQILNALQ
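AmpC (5.3 nM in the dispensed reagent) in 20 mM phosphate pH 7.0 with 0.01% (detergent screen) or 0.0001% Triton X-100 was preincubated with compounds for 15 min at room temperature. Nitrocefin was then added from an 800 uM solution, and hydrolysis was followed at 480 nm.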
Giardia FBPA inh = Giardia lamblia aldolase inhibition. AID 2451. Potency, µM (doses to about 59.6 µM), for inactives: top-dose activity, negative = inhibition, usual class: inhibitors. purified Giardia FBPA. actives 0.71% (n = 290,000); note: potency is the fitted concentration of half-maximal effect; nearly all actives have a fitted effect of over 55% in size
Target sequence (A8B2U2 whole entry, looked up): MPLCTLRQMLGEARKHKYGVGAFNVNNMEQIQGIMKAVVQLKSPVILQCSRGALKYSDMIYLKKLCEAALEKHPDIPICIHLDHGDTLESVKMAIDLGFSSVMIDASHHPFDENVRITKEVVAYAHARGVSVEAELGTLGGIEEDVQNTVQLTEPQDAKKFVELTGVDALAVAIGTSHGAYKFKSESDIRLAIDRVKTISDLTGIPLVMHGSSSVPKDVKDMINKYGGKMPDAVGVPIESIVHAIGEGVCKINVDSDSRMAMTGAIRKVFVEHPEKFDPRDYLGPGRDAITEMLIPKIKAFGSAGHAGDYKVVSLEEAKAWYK
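Giardia FBPA (40 nM reagent) was preincubated 10 min at RT with compound (up to 57.5 uM final), then substrate plus GAPDH/TPI/NAD/arsenate coupling system with diaphorase/resazurin was added; resorufin fluorescence (525/598 nm) was read after 20 min.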
HCMV inh = human cytomegalovirus inhibition; actives 4.5% (n = 410,000); HFF cells, HCMV-luciferase reporter, 72 h; active compounds read low; activity change, negative = inhibition, % at 57.5 µM; in the data active = activity change below about -60%; inconclusive = no clear call, values can overlap the other calls; inactive = above about -39%
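Luciferase read-out from HCMV-luciferase-infected HFFs (MOI 1 PFU/cell) 72 h post infection at 37C; compounds added after 16 h cell attachment; activity normalized between buffer-only basal and Salinomycin (10uM) inhibitor controls.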
Active calls of the source: *; ? = inconclusive; nt = not tested or not shown; & = joins results of further samples; [ ] = remark or other dose. Unless noted, calls come from the whole dose curve; as a rule, active = well fitted curve in the direction sought with a large enough effect; inconclusive = small, poorly fitted or top-dose-only effect, or another doubt; inactive = no such curve, though single readings can be large; an effect the other way counts as inactive or inconclusive. Unless noted, % is set by controls: 0 for no effect and ±100 for the full control effect.

entry	mol	AMA1 RON2 block	HCV inh	Sm TGR inh	AmpC inh detg	Giardia FBPA inh	HCMV inh
1	CCOC(=O)C(C(C)=O)c1c(Br)c(O)c(O)c2c(C(=O)c3ccc(C)cc3)coc12 (stereo unspecified)	-27%	nt	4.5µM*	-6%	?	-96*
2	O=C1SC(c2ccccc2)=N/C1=C/c1ccco1	-21%	9%	?	-13%	-5%	7
3	Cc1cccc(CN2CCN(Cc3ccco3)CC2)c1	?	2%	-3%	-12%	?	-1
4	O=C(N/N=C/c1cccc(Oc2ccccc2)c1)c1ccccc1Br	8%	11µM*	8%	-10%	?	-91*
5	COc1cccc(-n2nnc3c(sc4nc(C)cc(C)c43)c2=O)c1	nt	nt	1%	-4%	nt	10
6	NS(=O)(=O)c1cccc(NC(=O)CC23CC4CC(C2)CC(CC(=O)Nc2cccc(S(N)(=O)=O)c2)(C4)C3)c1	36%[activator]	8%	-8%	-1%	-8%	-11
7	CCCCOc1ccc(C2=CSC3=NCCN23)cc1[N+](=O)[O-]	-3%	?	-1%	6%	22%	101
8	CCN(CC)c1ccc(C2NC(=O)NC(C)=C2C(=O)Nc2ccccc2)cc1 (stereo unspecified)	-10%	-12%	-1%[11.4 µM]	-7%	-3%	-7
9	COc1cc(/C=N/n2cnnc2)ccc1OCCOc1ccccc1	1%	7%	?	0%	3%	66
10	O=C(C[C@H]1C/C=C\CC[C@H](Cc2ccc(F)cc2)C(=O)OC[C@H]2CCCN2C1=O)N[C@H](CO)Cc1ccccc1	-10%	-2%	nt	nt	nt	-16
11	CN1CCN(c2nc3c(c(=O)[nH]c(=O)n3C)n2Cc2cccc3ccccc23)CC1	8%	?	1%	0%	5%	-7
12	CCCCN=c1scc(-c2ccc3c(c2)NC(=O)CO3)n1N=C1CCCC1	-15%	7.9µM*	?	?	-14%	-76*
13	CC1CN(c2nc(-c3ccc(Br)cc3)nnc2-c2ccccc2)CC(C)N1 (stereo unspecified)	-1%	?	12%	-1%	0%	50
14	CCc1sc(C(=O)Nc2ccc(N3CCOCC3)cc2)cc1C	-25%	?	nt	nt	nt	-5
15	CCOc1ccc(Cn2nnc(C(=O)Nc3cc(OC)cc(OC)c3)c2N)cc1	-9%	-20%	7%	-8%	1%	-9
16	COc1ccc(CN2Cc3cnnn3-c3ccccc3C2C)cc1 (stereo unspecified)	-2%	1%[8.37 µM]	nt	nt	nt	-17
17	CC(C)c1nc2oc3c(=O)[nH]cnc3c2c2c1COC(C)(C)C2	-10%	3%	5%	8%	16%	-4
18	O=C(Nc1ccc2oc(-c3cccc4c(Br)cccc34)nc2c1)c1ccc(Br)cc1	nt	nt	27%	-9%	nt	5
19	Cc1ccccc1NS(=O)(=O)c1ccc(-c2ccc(=O)[nH]n2)o1	5%	5%	?	-1%	-4%	-36
20	CN(C)CCCNCC(=O)NN(c1ccccc1)c1ccccc1	31%[activator]	-30%	8%	-6%	?	-34
21	N=c1n(CCN2CCCCC2)c2ccccc2n1CC(=O)c1cccs1	1%	?	-3%	-5%	3%	-1
22	O=C(OCCN1C(=O)c2cccc3c(N4CCOCC4)ccc(c23)C1=O)c1ccc(Cl)cc1Cl	104%[activator][11.6 µM]	?	-1%	2%	4%	-29
23	Cc1cc(Br)c(NC(=O)COC(=O)CC2CC3CCC2C3)c(Br)c1 (stereo unspecified)	0%	4%	nt	nt	nt	0
24	O=C(Cc1ccccc1)N1CCN(S(=O)(=O)c2cccc([N+](=O)[O-])c2)CC1	0%	8%	0%	0%	-1%	-31
25	Cc1[nH]c2ccccc2c1C(=O)/C=C\c1ccccc1Cl	-29%	?	-5%	-12%	-13%	?

Brought forward from above: 2 compounds, then new ones.
entry	mol	AMA1 RON2 block	HCV inh	Sm TGR inh	AmpC inh detg	Giardia FBPA inh	HCMV inh
24	O=C(Cc1ccccc1)N1CCN(S(=O)(=O)c2cccc([N+](=O)[O-])c2)CC1	0%	8%	0%	0%	-1%	-31
25	Cc1[nH]c2ccccc2c1C(=O)/C=C\c1ccccc1Cl	-29%	?	-5%	-12%	-13%	?
26	CCc1nnc(NC(=O)CSc2ccc(-c3ccc(C)cc3)nn2)s1	23%	28%	6%	5%	3%	101
27	CNC(=O)c1ccsc1NC(=O)CS(=O)(=O)c1ccc(Cl)cc1	12%	11%	8%	2%	nt	?
28	COc1ccc(NC2=Nc3cccc4cccc2c34)cc1	?	?	-7%	-13%	-12%	-14
29	O=C(CSc1nccn1-c1ccc(F)cc1)Nc1ccc2c(c1)OCO2	?	1%	1%	-12%	nt	?
30	CCCSc1nnc2[nH]c(=O)cc(N)n12	12%	?	0%	2%	1%	-27
31	COc1ccc(CNC(=O)CCc2c(C)nc3cc(-c4ccccc4OC)nn3c2C)cc1	-2%	?	-5%	0%	-1%	-21
32	CCOC(=O)c1c(-c2ccc(C)o2)csc1NC(=O)CN1CCN(CC)CC1	1%	?	50µM*	?	-5%	-8
33	O=S1(=O)CC(NCc2ccccc2)C(Nc2ccc(Cl)cc2)C1 (stereo unspecified)	-2%	6%	-1%	-14%	-1%	-22
34	Cc1ccc(NS(=O)(=O)c2ccc(C(=O)N3CCOCC3)cc2)cc1	-7%	?	4%	-12%	nt	-24
35	O=C(CC1C(=O)NCCN1Cc1ccc(-c2ccccc2)cc1)NCC1CC1 (stereo unspecified)	51%[activator]	?	?	8%	-12%	-11
36	CCN(CC)S(=O)(=O)c1ccc(NC2c3ncccc3C(=O)N2Cc2ccccc2)cc1 (stereo unspecified)	-6%	0%	3%	-12%	-5%	-10
37	O=C(Cn1nnc(-c2ccc(Cl)cc2)n1)NCc1ccco1	-7%	8%	?	-11%	0%	-25
38	COc1ccc(C(=O)NCC(=O)OCC(=O)c2c(C)[nH]c3ccccc23)cc1OC	0%	?	nt	nt	nt	27
39	CC(C(=O)N1CCCCC1)N1CCN(S(=O)(=O)c2ccc(Cl)cc2)CC1 (stereo unspecified)	?	13%	-19%	-9%	nt	1
40	CCOc1ccccc1NC(=O)Nc1nnc(N2CCCCCC2)s1	nt	nt	-5%	20%	nt	13
41	CC(=O)OCc1cc2cccc(C)c2[nH]c1=O	14%	19%	0%	-10%	-4%	38
42	O=C(/C=C/c1ccc([N+](=O)[O-])cc1)NCCN1C(=O)S/C(=C\c2ccc(F)cc2)C1=O	-5%	-25%	nt	1%	1%	98
43	COc1ccc(C(NC(=O)C2C3C=CC(C3)C2C(=O)O)c2ccccc2)cc1 (stereo unspecified)	1%	17%	14%	1%	7%	-35
44	C#CCCCCCCC#CCN(C)C	-11%[2.32 µM]	14%	-2%	-2%	-13%	36
45	COc1ccc(-c2cc(-c3nnc(-c4ccncc4)o3)c3ccccc3n2)cc1	-1%	0%	8%	-16%	2%	10
46	CCOC(=O)C1CCCN(Cc2ccc(OCc3ccccc3)cc2)C1 (stereo unspecified)	0%	-30%	-1%	-7%	28µM*	57
47	Cc1cccc(OCC(=O)Nc2ccc(CN3CCOCC3)cc2)c1C	16%	-3%	-11%	1%	nt	2
48	CCOC(=O)c1ccc(NC(=O)CSc2nnc(CNC(=O)c3ccccc3F)o2)cc1	-10%	6%	-5%	2%	0%	-25
49	O=C1C=Cc2cccc3ccc(O)c1c23	52%[activator]	?	nt	nt	nt	-68*
50	Cc1cc(Cl)ccc1OCCCC(=O)OCC(N)=O	-4%	3%	10%	9%	3%	-11
51	CN(C)c1cccc(C(=O)N(Cc2ccccc2)Cc2ccccc2)c1	?	-26%	-11%	-20%	3%	-18
52	COc1ccc(CC(=O)NC(C)c2nnc(SCC(=O)c3ccc(Br)cc3)n2C)cc1 (stereo unspecified)	-3%	nt	-2%	2%	-9%	5
53	CCN(CC)C1CCN(c2nc3nonc3nc2NCCOC)C1 (stereo unspecified)	1%	5%	-19%	-1%	-1%	-7
54	CCn1ncc(/C=C/C(=O)Nc2c(C)nn(CC)c2C)c1C	4%	nt	4%	?	1%	21
55	O=S(=O)(NCc1nnc2ccccn12)c1ccc(F)cc1	-4%	-3%	9%	-14%	nt	-7
56	O=C(NCCOc1ccccc1Cl)c1cc(F)c(F)cc1Cl	40%[activator]	12%	0%	2%	3%	129
57	Nc1nnc(CCN2CCCCC2)s1	3%	11%&-10%	-19%	1%	4%	-8
58	CC1(C)Cc2c(cnn2-c2ccc(F)cc2)C(NC(=O)C(C)(C)O)C1 (stereo unspecified)	-6%	8%	11%	?	2%	7
59	COC(=O)c1cccnc1NC(=S)NNC(=O)c1ccncc1	79%[activator]	-2%	0%	-15%	7.1µM*	31
60	Cc1ccccc1Nc1cc(C(=O)NCCCN2CCN(c3cccc(Cl)c3)CC2)c2ccccc2n1	nt	nt	-2%	0%	nt	?
61	CC(c1ccccc1)C1CC(=O)N(Cc2ccco2)C1=O (stereo unspecified)	-10%	17%	7.1µM*	-4%	-2%	7
62	Cc1cc(C)nc(-n2nc(C)cc2NC(=O)c2ccc3c(c2)OCO3)n1	nt	nt	4%	-9%	0%	nt
63	CCNc1nc(NCC)n2c(SCC(=O)Nc3ccc(F)cc3)nnc2n1	11%	2%	-4%	-17%	nt	-20
64	O=c1oc2ccccc2n1CSc1nc2ccccc2s1	27%	-17%	11%	-8%	-16%	117
65	CC(=O)c1ccc(NC(=O)CCc2c(C)nc3cc(-c4ccc(Cl)cc4)nn3c2C)cc1	nt	nt	-3%	14%	nt	-35
66	Cn1c2ccccc2c2ncn(Cc3ccc(F)cc3)c(=O)c21	-9%	5%	6%	2%	2%	106
67	N=C1/C(=C\c2ccc(OC(=O)c3ccccc3)cc2)C(=O)N=C2SC(N3CCOCC3)=NN12	153%[activator]	22%	-7%	-12%	-17%	25
68	COc1ccc(C(=O)N2CCN(c3cccc(Cl)c3)CC2)cc1S(=O)(=O)NC1CC1	-6%	?	1%	?	nt	0
69	COc1ccc(C(C)NC(=O)c2cccc([N+](=O)[O-])c2)cc1OC (stereo unspecified)	0%	-10%	3%	-12%	5%	-6
70	CCOC(=O)Nc1ccc2c(c1)N(C(=O)OC)c1ccccc1CC2	-5%	-5%	11%	1%	9%	16
71	C/C(=N\NC(=O)c1cc(-c2ccncc2)nc2ccccc12)c1ccc(N2CCOCC2)cc1	66%[activator]	-21%	-1%	0%	1%	81
72	CCOc1ccc(-n2c(C)cc(/C=N/NC(=O)C(N)=O)c2C)cc1	59%[activator]	?	?	-11%	-22%	-16
73	Cn1c(N)c(C(=O)CSc2ncn[nH]2)c(=O)n(C)c1=O	-8%	0%	9%	9%	-2%	?
74	Cc1cccc(C#N)c1	2%	-6%	0%	-6%	nt	-18

Assay outcomes deposited in PubChem BioAssay by National Center for Advancing Translational Sciences (NCATS).
